PREPL inh = PREPL enzyme inhibitors, primary screen, biochemical, fluorescence polarization; recombinant PREPL, fluorescence polarization activity-based probe; inhibition, % at 5.96 µM; 320,000 compounds, 0.68% hits; AID 2751, 2010; in the data active = inhibition above about 43%;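 also: 0% = enzyme with DMSO and 100% = wells lacking enzyme; many of its hits are not listed in these tables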
pPAFAH inh = pPAFAH enzyme inhibitors, primary screen, biochemical, fluorescence polarization, human. AID 463082, 2010. Platelet-activating factor acetylhydrolase (Homo sapiens), Q13093. 330,000 compounds, 1.5% hits. recombinant pPAFAH, FP-rhodamine probe fluorescence polarization. inhibition, % at 3.39 µM;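 active = inhibition above the mean inhibition across the screen plus 3 SD, cut at about 25% in these data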;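 also: inhibitors block binding of the rhodamine activity-based probe so polarization drops; 0% = enzyme with DMSO and 100% = wells lacking pPAFAH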
PAFAH1B3 FP inh = PAFAH1B3 enzyme inhibitors, primary screen, biochemical, fluorescence polarization, human; recombinant PAFAH1B3, FP-rhodamine probe; inhibition, % at 3.39 µM; AID 492972, 2010; 340,000 compounds, 0.28% hits; Platelet-activating factor acetylhydrolase IB subunit alpha1 (Homo sapiens), Q15102;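 active = inhibition above the screen-wide average of all tested compounds plus 3 SD, cut at about 25% in these data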;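 also: 0% = enzyme with DMSO only and 100% = wells lacking PAFAH1B3 protein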
PAFAH1B2 inh = PAFAH1B2 enzyme inhibitors, primary screen, biochemical, fluorescence polarization, human. Platelet-activating factor acetylhydrolase IB subunit alpha2 (Homo sapiens), P68402. inhibition, % at 3.39 µM. 340,000 compounds, 1.2% hits. AID 492953, 2010. recombinant PAFAH1B2, FP-rhodamine activity probe;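 active = inhibition above the mean of all tested compounds plus 3 SD, cut at about 24% in these data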;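 also: 0% = enzyme with DMSO and 100% = wells lacking PAFAH1B2; many of its hits are not listed in these tables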
LYPLA2 counter = LYPLA2 inhibitors, primary screen, counter-screen for PME1 inhibitor project, biochemical, fluorescence polarization, FP-Rh probe ABPP. inhibition, % at 5.9 µM. Acyl-protein thioesterase 2 (Homo sapiens), O95372. recombinant LYPLA2. 320,000 compounds, 0.38% hits;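 active = inhibition above the screen-wide mean plus 3 SD, limit set per campaign, cut at about 26% in these data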;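 also: 0% = LYPLA2 with DMSO and 100% = wells lacking LYPLA2 enzyme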
Target sequence (O95372 whole entry, looked up): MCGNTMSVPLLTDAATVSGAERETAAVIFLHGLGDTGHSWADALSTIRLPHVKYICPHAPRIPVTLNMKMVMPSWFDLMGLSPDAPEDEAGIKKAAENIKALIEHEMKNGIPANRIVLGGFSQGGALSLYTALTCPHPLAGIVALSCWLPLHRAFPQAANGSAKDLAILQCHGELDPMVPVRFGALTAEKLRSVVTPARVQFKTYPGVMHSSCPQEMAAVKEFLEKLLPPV
PME-1 inh = PME-1 inhibitors via competitive probe labeling, primary screen, biochemical, fluorescence polarization, FP-Rh probe, HTS. inhibition, % at 5.9 µM. 320,000 compounds, 0.53% hits. recombinant PME-1;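 active = inhibition above the campaign mean of all compounds plus 3 SD, cut at about 26% in these data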;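 also: competitive labeling of PME-1 active site by serine hydrolase directed probe; 0% = PME-1 with DMSO and 100% = wells lacking PME-1 enzyme; inhibitors block probe labeling so polarization falls and inhibition rises; many of its hits are not listed in these tables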
Target sequence (Q9Y570 whole entry, looked up): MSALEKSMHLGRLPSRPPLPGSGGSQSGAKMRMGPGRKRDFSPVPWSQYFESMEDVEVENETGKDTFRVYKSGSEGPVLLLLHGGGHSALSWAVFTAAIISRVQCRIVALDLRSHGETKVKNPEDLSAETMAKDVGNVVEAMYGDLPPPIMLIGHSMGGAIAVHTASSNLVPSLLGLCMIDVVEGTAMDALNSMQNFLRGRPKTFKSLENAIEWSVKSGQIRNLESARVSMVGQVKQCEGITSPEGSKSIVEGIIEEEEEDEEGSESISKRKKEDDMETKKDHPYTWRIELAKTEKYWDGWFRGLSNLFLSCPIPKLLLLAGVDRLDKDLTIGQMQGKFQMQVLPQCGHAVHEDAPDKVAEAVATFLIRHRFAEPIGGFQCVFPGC
PAD4 FP inh = human PAD4 inhibitors, primary screen, biochemical, fluorescence polarization, 1536-well format | 330,000 compounds, 0.41% hits | AID 485272, 2010 | Protein-arginine deiminase type-4 (Homo sapiens), Q9UM07 | recombinant PAD4, RCA probe fluorescence polarization | inhibition, % at 6.36 µM;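 active = percent inhibition above a cutoff equal to the mean of all tested compounds plus 3 SD, cut at about 15% in these data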;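 also: 0% = PAD4 with RCA probe and DMSO and 100% = probe without PAD4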
LYPLA1 counter = LYPLA1 inhibitors, primary screen, counter-screen for PME1 inhibitor project, biochemical, fluorescence polarization, FP-Rh probe ABPP; inhibition, % at 5.9 µM; recombinant LYPLA1; 320,000 compounds, 0.16% hits; AID 2174, 2009; Acyl-protein thioesterase 1 (Homo sapiens), O75608;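 active = inhibition above the mean of all tested compounds plus 3 SD, set per campaign, cut at about 14% in these data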;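 also: inhibitors block serine hydrolase probe labeling of LYPLA1 so polarization falls; 0% = enzyme with DMSO and 100% = wells lacking LYPLA1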
GSTO1 inh = inhibitors of recombinant GSTO1, primary screen, counter-screen for RBBP9 inhibitor project, biochemical, fluorescence polarization; 300,000 compounds, 1.1% hits; inhibition, % at 5.96 µM; Glutathione S-transferase omega-1 (Homo sapiens), P78417; AID 1974, 2009; activity-based probe fluorescence polarization;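 active = inhibition above the campaign mean inhibition plus 3 SD, cut at about 35% in these data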;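 also: 0% = GSTO1-1 with DMSO and 100% = wells lacking GSTO1-1 enzyme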
Target sequence (P78417 whole entry, looked up): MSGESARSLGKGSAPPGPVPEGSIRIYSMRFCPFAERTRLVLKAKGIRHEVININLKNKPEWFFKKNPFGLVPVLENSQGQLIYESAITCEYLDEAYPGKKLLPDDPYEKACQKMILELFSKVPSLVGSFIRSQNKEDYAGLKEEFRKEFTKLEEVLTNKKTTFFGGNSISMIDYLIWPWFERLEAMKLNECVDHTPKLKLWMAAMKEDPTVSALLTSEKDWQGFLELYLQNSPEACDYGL
Starred values were filed as active, the others as inactive; x = not tested or not shown. This is a subset; count on the stated rates, not on these rows.

The line under a structure holds: PAD4 FP inh, LYPLA2 counter, LYPLA1 counter, PAFAH1B2 inh, pPAFAH inh, PME-1 inh, PREPL inh, GSTO1 inh, PAFAH1B3 FP inh
- Cc1cccc(NC(=S)NN2CCN(C)CC2)c1
→ -3, 4, 3, 0, 2, -2, 4, 7, 3
- Cc1cccc2[nH]c(CN(C)C(=O)C3CCC(=O)N(CCc4ccccc4)C3)nc12 (configuration not stated)
→ -5, 1, 0, 1, -1, -1, 10, -2, 7
- Cc1ccsc1-c1cc(C(=O)O)c2c(ccc3ccccc32)n1
→ -2, 0, -5, 3, 2, -12, -3, -6, 3
- COc1ccccc1NS(=O)(=O)c1ccc2c(c1)n(C)c(=O)n2C
→ -4, -5, 0, -4, 3, 19, 21, 9, 2
- Clc1ccc(N2CCN(Cc3ccc(Br)o3)CC2)cc1
→ 4, -5, 0, -5, 7, -3, 26, 3, 6
- CCN(C[C@H]1N[C@@](C)(C(=O)OC)[C@H]2C(=O)N(Cc3ccccc3)C(=O)[C@@H]12)S(=O)(=O)c1ccc(C(C)(C)C)cc1
→ 2, x, x, 9, -1, x, 14, x, 0
- COc1ccc(C(C(=O)NC2CCCC2)N(C(=O)c2snc(-c3ccc(F)cc3)c2N)c2cccc(F)c2)cc1 (configuration not stated)
→ -3, -8, -2, -3, -8, -6, -5, -8, -3
- CCc1ccc(CNC(=O)Cc2ccc(NC(=O)C3=C(C)OCCS3)cc2)cc1
→ 2, 3, 5, 3, 36*, 2, 7, 5, 1
- Cc1c(C(=O)N2CCOCC2)oc2ccc(S(=O)(=O)N3CCCC3)cc12
→ -4, 0, 0, 6, 8, 9, 4, -13, 9
- Cc1cccc(/C=N/NC(=O)c2cc(C3CC3)nc3ccccc23)n1
→ -2, 4, 2, 4, 9, 2, 0, -3, 3
- C=C(C)Cn1c(SCC(=O)NCc2ccco2)nc2sc3c(c2c1=O)CCC3
→ -4, 3, 3, -3, 4, 2, -7, -2, 12
- CCN1C(=O)Nc2cccc3cccc1c23
→ 2, 3, 0, 6, 3, 9, 2, 9, 5
- COc1ccc(-c2cccc(-c3nc4ccc(Cl)cn4c3NC3CCCCC3)c2)cc1
→ -2, x, x, 5, 3, x, 10, x, -6
- Cc1cc2occ(CC(=O)N(C)CC(=O)Nc3ccccc3Cl)c2cc1C
→ -4, 1, 3, 9, 9, -3, 5, 10, 2
- Cc1ccc(NC(=O)C2CCCN(c3ncccn3)C2)cc1F (configuration not stated)
→ 5, 4, 3, 1, 2, -2, 2, 3, -3
- O=C(NCCOc1ccccc1F)c1cccc(S(=O)(=O)N2CCN(c3ccccc3)CC2)c1
→ 5, -15, -7, -3, 0, -2, -41, -8, 1
- COc1cccc(-n2nnnc2SCC(=O)Nc2ccc3c(c2)OCCO3)c1
→ 0, 4, 4, 2, 1, -2, -4, -1, -7
- CCOC(=O)C1CCN(c2c(N3CCCCCC3)c(=O)c2=O)CC1
→ 2, 9, 6, -3, 4, 2, -3, 3, -13
- O=C(O)C1CC(=O)N(c2ccc(F)cc2)C1 (configuration not stated)
→ -4, 3, 1, 4, 4, -2, 0, 2, 5
- CCOc1ccc(Cc2nc(N)nc(N)n2)cc1
→ -1, -3, 0, 6, 1, -3, 1, 0, 2
- Cn1c(SCC(=O)N2CCOCC2)nnc1-c1cccc(NC(=O)c2ccccc2F)c1
→ -1, 4, 2, 2, -5, -4, 0, 1, 8
- Cc1ccc(NC(=O)c2cc3nc(C)cc(C)n3n2)cc1
→ 2, 4, 1, 4, 8, -6, 18, 7, 6
- CCOc1ccc(C2=CSC3=NCCN23)cc1
→ 3, 2, 2, 2, 0, -1, 26, 2, 4
- CC(Sc1nnnn1C)C(=O)NC1CCCC1 (configuration not stated)
→ 1, x, x, 2, -3, x, 15, x, 7
- O=C(COC(=O)C12CC3CC(CC(O)(C3)C1)C2)NCCc1ccc(Cl)cc1
→ -1, 1, -5, 1, 4, 2, 8, 6, 2
- COc1ccc(S(=O)(=O)N2CCCC(C(=O)O)C2)cc1Cl (configuration not stated)
→ 0, -6, -1, 4, -6, -11, -2, 1, 6
- CCOC(=O)N1CCN(C(=O)c2oc3ccc(S(=O)(=O)N4CCCCCC4)cc3c2C)CC1
→ 0, 2, -1, 5, 8, 2, -1, -1, 2
- COC(=O)CCCCC1SCC2NC(=O)NC21 (configuration not stated)
→ 5, -1, -2, 1, -2, -4, 17, -5, 2
- COCCN(CCOC)S(=O)(=O)NC[C@H]1O[C@@H](n2cnc3c(N)ncnc32)[C@H](O)[C@@H]1O
→ 0, x, x, -1, 2, x, 8, x, -1
- O=C(CSc1nncc(=O)[nH]1)NC1CCCCC1
→ 1, 3, 0, 2, 2, 3, -4, -4, -1
- COc1ccc([C@@H]2[C@@H]3C(=O)N(C(C)(C)C)C(=O)[C@@H]3[C@]3(Cc4ccc(Cl)cc4)C(=O)N(c4ccc(C)cc4)C(=O)N23)cc1
→ 2, -8, -1, 8, 10, 0, -3, 3, 3
- COc1ccc(NC(=O)CSCC(=O)Nc2ccc(S(=O)(=O)N3CCCC3)cc2)cc1
→ 4, 1, -1, 4, 1, 8, 7, 1, 11
- COc1ccc(C)cc1NC(=O)CSc1nc2ccccc2nc1N1CCCCC1
→ -3, -2, -3, -3, 15, -6, 3, 0, -13
- CC(C)OP(=O)(c1ccccc1)c1ccccc1
→ 0, -4, -3, 5, 1, -2, -2, 5, -9
- CCCCN(CCCNC(=O)C1CCN(C(=O)c2cc3sccc3n2C)CC1)Cc1ccccc1
→ 2, 17, -2, -1, -1, -4, 22, 3, 14
- Cc1ccc(NC(=S)NC(=O)c2ccc(F)cc2)cc1S(=O)(=O)Nc1ccccc1Cl
→ 6, -13, -11, 2, 10, -19, 14, 1, -3
- CC(=O)Cc1nsc(NC(=O)C2Cc3ccccc3C(=O)O2)n1 (configuration not stated)
→ 2, -2, -3, 3, 0, -1, 15, -3, 8
- O=C(CSc1nnnn1C1CCCCC1)N1CCCC1
→ 2, 5, 4, 4, 3, 4, 12, -4, 4
- COc1cccc(N2CCN(C(C)C(=O)NC34CC5CC(CC(C5)C3)C4)CC2)c1 (configuration not stated)
→ -2, -4, 1, 12, 6, -1, 16, -2, 5
- Cc1cc2[nH]c3c(c[n+](C)c4ccccc34)c2cc1C
→ 3, 0, 0, -2, 3, 0, 23, -2, 1
- CC(=O)CSc1nc2ccccc2s1
→ 5, -1, 0, -4, 8, 1, 12, 8, 18
- Cc1cc(NC(=O)Nc2cccs2)no1
→ 1, -1, -2, -1, 1, 5, -3, 1, 6
- CC(=O)c1ccc(S(=O)(=O)NCC(=O)Nc2nc3ccccc3[nH]2)cc1
→ -2, -4, -2, 5, 7, 5, 10, x, 6
- COc1cc(S(=O)(=O)NCc2ccc3c(c2)OCO3)ccc1Cl
→ -2, 6, 2, 3, 4, 11, -7, 0, 8
- O=C1C(=C(O)c2ccccc2)C(=O)c2ccccc21
→ -16, 1, 0, -6, 0, -1, 5, -21, 2
- O=C(OCc1ccc([N+](=O)[O-])cc1Cl)c1cnccn1
→ -2, 7, 1, 1, 2, -2, 16, -4, 0
- COc1ccc(/C=C/c2ccccc2)cc1[C@H]1[C@H]2C=CC[C@@H](C)[C@@H]2C(=O)N1Cc1ccccc1
→ -9, -3, -4, -5, -1, -4, 35, -6, 6
- Cc1nc(NC(=O)c2cccc(Cl)c2)sc1C(=O)N1CCCCC1
→ -3, 4, 3, 5, 3, 1, 5, -3, 7
- CCC(=O)Nc1nc(N)n(-c2ccccc2)n1
→ 1, -2, -6, -2, 2, -3, 5, 0, 8
- CC(C)C(O)(C(=O)NNc1ccccc1)C(C)C
→ 3, -2, 1, 6, -2, 1, 4, -3, 3
- COc1ccc(C(CNC(=O)COc2ccc([N+](=O)[O-])cc2)N2CCCCC2)cc1 (configuration not stated)
→ 1, 14, 4, 0, 1, 5, 24, -4, 7
- COCC(=O)Nc1ccc(Br)c(C)c1
→ 0, 4, -1, 1, -1, -2, 1, 11, 7
- COc1cc(NC(=O)COc2ccccc2)c(OC)cc1NC(C)=O
→ -2, 3, 3, -4, 6, 0, 13, 11, 13
- Cn1ccnc1SCC(=O)NC1(C#N)CCCCC1
→ -3, -2, 1, -2, 2, 3, 1, 5, 7
- CCOC(=O)N/N=C/c1c(F)cccc1F
→ -5, 7, 1, 2, 1, 2, 6, -8, 1
- Cc1ccc(S(=O)(=O)NCCC(=O)NC2CCN(Cc3ccccc3)CC2)cc1
→ 3, 4, 0, 5, -1, -4, -1, 6, 8
- Cc1ccc(NC(=O)Cn2c(=O)oc3ccccc32)cc1C
→ -1, 4, -1, 7, 1, -4, 6, 1, 7
- Cc1cccc(OCC(=O)N2CCc3ccccc3C2)c1
→ 0, -2, 2, 3, -4, 2, -12, 0, 1
- O=C(COc1ccc(Cl)cc1Cl)NCC(=O)N/N=C/c1c[nH]c2ccccc12
→ 3, 3, 2, -4, -1, -5, 16, 6, 1
- COc1ccc(C)cc1NC(=O)C1CCN(S(=O)(=O)c2cccs2)CC1
→ -3, -3, -3, -1, 0, 1, -2, 6, 3
- CCCOc1cccc(C(=O)Nc2cccc(NC(=O)c3ccco3)c2)c1
→ -2, -29, -19, -3, -10, -21, -12, -20, -8

Molecules shown so far that contain an aryl thioether with sulfur outside any ring:
The line under a structure holds: PAD4 FP inh, LYPLA2 counter, LYPLA1 counter, PAFAH1B2 inh, pPAFAH inh, PME-1 inh, PREPL inh, GSTO1 inh, PAFAH1B3 FP inh
- C=C(C)Cn1c(SCC(=O)NCc2ccco2)nc2sc3c(c2c1=O)CCC3
→ -4, 3, 3, -3, 4, 2, -7, -2, 12
- COc1cccc(-n2nnnc2SCC(=O)Nc2ccc3c(c2)OCCO3)c1
→ 0, 4, 4, 2, 1, -2, -4, -1, -7
- Cn1c(SCC(=O)N2CCOCC2)nnc1-c1cccc(NC(=O)c2ccccc2F)c1
→ -1, 4, 2, 2, -5, -4, 0, 1, 8
- CC(Sc1nnnn1C)C(=O)NC1CCCC1 (configuration not stated)
→ 1, x, x, 2, -3, x, 15, x, 7
- O=C(CSc1nncc(=O)[nH]1)NC1CCCCC1
→ 1, 3, 0, 2, 2, 3, -4, -4, -1
- COc1ccc(C)cc1NC(=O)CSc1nc2ccccc2nc1N1CCCCC1
→ -3, -2, -3, -3, 15, -6, 3, 0, -13
- O=C(CSc1nnnn1C1CCCCC1)N1CCCC1
→ 2, 5, 4, 4, 3, 4, 12, -4, 4
- CC(=O)CSc1nc2ccccc2s1
→ 5, -1, 0, -4, 8, 1, 12, 8, 18
- Cn1ccnc1SCC(=O)NC1(C#N)CCCCC1
→ -3, -2, 1, -2, 2, 3, 1, 5, 7

Source: PubChem (The Scripps Research Institute Molecular Screening Center)
